Bioassay records (PubChem)
Epigenetic derep: regulators of epigenetic silencing causing reporter derepression in mouse cells | hit rate 0.2% among 280,000 | Potency, µM (top dose mostly 53.9 µM), inactives show top-dose GFP activation, actives largely listed as activators | murine LDR cells, GFP reporter derepression, 30 h | AID 1865; note: % of control where 0% means no effect; nearly all actives have a fitted effect of over 60% in size
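Murine LDR cells carrying a silenced, genomically integrated CMV-driven GFP reporter were exposed to compound for 30 hours at 37 C. After PBS washes, GFP-positive cells (20–120 um objects) were counted by laser-scanning microplate cytometry.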
RGS12 GoLoco inh: inhibitors of human Gai1-RGS12 GoLoco interaction (red fluorophore); Potency, µM (highest dose often 61.6 µM), for the others: at the top dose activity, negative = inhibition, hits mostly inhibitors; AID 880; Gai1:RGS12 GoLoco peptide FP, rhodamine, 10 min; hit rate 0.44% among 230,000; P63096; active = well fitted inhibition curve with a large enough effect, not every such curve was filed as active; inactive = no such curve, though single readings can be large or run the other way; note: % is set by controls: 0 for no effect and ±100 for the full control effect; nearly all actives have a fitted effect of over 30% in size; many of its hits are not listed in these tables
KDM4E inh: blocks human JMJD2E demethylase activity. AID 2147. B2RXH2. Potency, µM (highest dose often 57.1 µM), without a hit: at the highest dose activity change, negative = inhibition, usual class: inhibitors. hit rate 1.6% among 230,000. JMJD2E catalytic domain, FDH-coupled NADH fluorescence (FDH is formaldehyde dehydrogenase); active = well fitted inhibition curve with a large enough effect, not every such curve was filed as active; inconclusive = small, poorly fitted or top-dose-only effect, or another doubt; inactive = no such curve, though single readings can be large or run the other way;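 note: 0% = wells with enzyme and -100% = buffer wells without enzyme; nearly all actives have a fitted effect of over 50% in size; many of its hits are not listed in these tables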
Target sequence (B2RXH2 1-337 limits assumed): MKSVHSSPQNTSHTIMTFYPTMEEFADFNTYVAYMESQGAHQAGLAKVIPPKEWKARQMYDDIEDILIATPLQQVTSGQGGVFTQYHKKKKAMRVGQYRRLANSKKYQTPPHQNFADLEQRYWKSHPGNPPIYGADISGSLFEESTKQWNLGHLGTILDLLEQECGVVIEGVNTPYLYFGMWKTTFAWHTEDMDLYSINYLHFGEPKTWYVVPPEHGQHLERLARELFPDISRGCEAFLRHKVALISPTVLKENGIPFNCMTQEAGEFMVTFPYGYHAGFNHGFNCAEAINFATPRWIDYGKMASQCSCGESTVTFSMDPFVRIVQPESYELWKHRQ
IMPase Li inh: membrane-permeable IMPase blocker, potentiated with lithium; hit rate 0.35% among 210,000; CHO-M1 cells, IP1 TR-FRET (IP-One), carbachol + lithium; Potency, µM (series often up to 59.4 µM), without a hit: top-dose activity, negative = IMPase inhibition, hits mostly inhibitors;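 note: IP1 builds up when IMPase is blocked and the TR-FRET signal falls; plate controls were basal vehicle for no effect and high inhibitor control for full effect; nearly all actives have a fitted effect of over 50% in size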
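Lithium-sensitised IP1 accumulation assay; M1-expressing CHO cells treated 30 min at 37C with compound. Competitive antibody detection by time-resolved FRET followed a 10 min room-temperature lysis step.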
RECQ1 inh: RECQ1 (human) helicase inhibition; P46063; RECQ1 DNA unwinding, red fluorescence kinetic read; Potency, µM (doses to about 57.3 µM), for the others: at the highest dose activity, negative = inhibition, hits mostly inhibitors; hit rate 0.54% among 240,000; AID 2549;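 note: plate controls were vehicle for no effect and no enzyme for full effect; nearly all actives have a fitted effect of over 30% in size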
Target sequence (P46063 whole entry, looked up): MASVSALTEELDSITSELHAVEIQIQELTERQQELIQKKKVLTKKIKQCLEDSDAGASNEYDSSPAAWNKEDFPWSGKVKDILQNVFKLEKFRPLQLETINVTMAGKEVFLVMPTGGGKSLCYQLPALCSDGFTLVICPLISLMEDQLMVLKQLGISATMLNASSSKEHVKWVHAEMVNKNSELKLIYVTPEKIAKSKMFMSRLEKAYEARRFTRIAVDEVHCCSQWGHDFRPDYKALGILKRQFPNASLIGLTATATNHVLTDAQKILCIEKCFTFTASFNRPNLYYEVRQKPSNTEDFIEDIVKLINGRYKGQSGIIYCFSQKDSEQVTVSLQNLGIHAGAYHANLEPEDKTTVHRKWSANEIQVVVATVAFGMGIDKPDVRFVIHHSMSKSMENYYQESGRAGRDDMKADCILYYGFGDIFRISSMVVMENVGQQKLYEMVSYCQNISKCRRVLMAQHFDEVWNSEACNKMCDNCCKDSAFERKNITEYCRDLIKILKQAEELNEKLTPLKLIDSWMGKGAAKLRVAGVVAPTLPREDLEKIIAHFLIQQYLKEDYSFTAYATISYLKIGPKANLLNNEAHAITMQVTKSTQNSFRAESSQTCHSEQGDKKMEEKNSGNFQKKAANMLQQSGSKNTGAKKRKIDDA
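50 nM RECQ1T1 preincubated 15 min with compound in Tris pH 8.0 buffer with MgCl2, DTT, Tween-20 and 2.5 ug/ml poly(dI-dC); started with 200 nM TAMRA/BHQ-2 forked duplex and 2 mM ATP. Unwinding read as fluorescence (525/598 nm), two reads 2 h apart.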
SMN2 splice enh: increases expression of the SMN2 splice variant; AID 1458; Potency, µM (titrated, usually from 46.1 µM), for inactives: top-dose activity change, positive = activation, usual class: activators; HEK293 SMN2-luciferase splicing reporter, luminescence, 30-36 h; hit rate 2.8% among 210,000; note: % of control where 0% means no effect; nearly all actives have a fitted effect of over 55% in size
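HEK293 cells carry an SMN2 […]–luciferase reporter in which exon 7 inclusion puts luciferase in frame. Cells were plated 10-12 h before compound addition, then incubated 30-36 h at 37C. ONE-Glo luminescence was read; sodium butyrate at 4.5 mM final served as control.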
Luc counter: Kinase-Glo luciferase inhibition (counter-screen); Q27757; Kinase-Glo luciferase, ATP luminescence, 8 min; Potency, µM (highest dose often 38.3 µM), for inactives: at the top dose activity change, negative = inhibition, most hits filed as inhibitors; hit rate 0.28% among 200,000; AID 1379; note: % is set by controls: 0 for no effect and ±100 for the full control effect; nearly all actives have a fitted effect of over 60% in size
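Substrate mix (final 50 mM imidazole pH 7.2, 50 mM KCl, 7 mM MgCl2, 10 uM ATP, 0.01% Tween 20, 0.05% BSA) plus pin-tool compound, then Kinase-Glo detection mix; 8 min ambient, luminescence read.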
NPSR antagonist: antagonists of human neuropeptide S receptor cAMP signaling; Q6W5P4; AID 1461; Potency, µM (series often up to 38.3 µM), for the others: top-dose activity change, negative = inhibition, actives largely listed as inhibitors; hit rate 1% among 220,000; CHO-NPSR cells, cAMP TR-FRET, antagonist mode; note: % is set by controls: 0 for no effect and ±100 for the full control effect; nearly all actives have a fitted effect of over 50% in size; many of its hits are not listed in these tables
* hit, by the source's call; i = inactive; ? = inconclusive; nt = no result given; [ ] = dose if it differs, or a comment. Unless noted, calls come from the whole dose curve; as a rule, active = well fitted curve in the direction sought with a large enough effect; inconclusive = small, poorly fitted or top-dose-only effect, or another doubt; inactive = no such curve, though single readings can be large; an effect the other way counts as inactive or inconclusive. Potency is the fitted concentration of half-maximal effect. The list is partial; rates above refer to the full screens.

No.	structure	Epigenetic derep	RGS12 GoLoco inh	KDM4E inh	IMPase Li inh	RECQ1 inh	SMN2 splice enh	Luc counter	NPSR antagonist
1	CC(=O)OC(C(=O)NCc1ccco1)c1cccnc1 (stereo unspecified)	-0.8%	-4%	-9%	2%[38.3 µM]	-1%	-1%	0%	0%[46.1 µM]
2	COc1ccccc1N1CCN(CCCCCCOc2ccc(F)cc2)CC1	0.9%	-1%	-4%	10%	-7%	-27%	2%	-26%
3	Cc1c(C(=O)NCc2ccc3c(c2)OCO3)sc2nc(-c3ccccc3)cn12	5.0%	12%	-12%	-4%[38.3 µM]	-2%	-6%	5%	-10%[46.1 µM]
4	CCOc1ccc(Oc2cc(C)nc(SC)n2)nn1	10%	-20%	-1%	-3%	i	5%	0%	-3%[46.1 µM]
5	COc1ccc(CCNC(=O)c2sc(=S)n(C)c2N)cc1	5.8%	10%	?	0%[38.3 µM]	-13%	-10%	-2%	-24%[7.67 µM]
6	CC(C)(C)NC(=O)CN(C(=O)CSc1nnc(COc2ccccc2)o1)c1cccc(F)c1	0.0%	6%	-1%	24%[38.3 µM]	i	-22%	0%	-22%[46.1 µM]
7	C/C=C/C=N/NC(=O)CN(c1ccc(Br)cc1)S(=O)(=O)c1ccccc1	-1.0%	2%	2%	0%	i	7%	0%	-6%
8	CC1(C)CC(=O)c2cnc(NC3CC3)nc2C1	-0.6%[10.1 µM]	4%	5%	0%	i	-5%	2%	0%
9	COc1ccc(Cl)cc1CSc1n[nH]c(C)n1	-1.0%	-5%	10%	11%[38.3 µM]	-10%	?	17%	-4%[46.1 µM]
10	Cc1cc(C)nc(SCC(N)=O)n1	0.4%	0%	-3%	nt	-10%	nt	nt	-31%
11	CCOc1ccc(N(CC(=O)NCc2ccco2)S(=O)(=O)c2ccc(OC)c(OC)c2)cc1	1.8%	-2%	1%	29%[38.3 µM]	-6%	-7%	-1%	-9%[46.1 µM]
12	O=Cc1c(N2CCCCCC2)nc2ccccn2c1=O	-2.9%	9%	9%	5%[38.3 µM]	-1%	-14%	-2%	-5%[46.1 µM]
13	C/C(=N\OC(=O)c1ccc(Cl)cc1)c1sc(-c2ccccc2)nc1C	-1.1%	1%	9%	-13%[38.3 µM]	i	?	-2%	2%[46.1 µM]
14	C=CCNc1nc(SCC=C)nc2ccsc12	0.0%	-3%	-1%	5%[38.3 µM]	-12%	-14%	-1%	-5%[46.1 µM]
15	CCC(=O)N1CCC(C(N)=O)(N2CCCCC2)CC1	2.4%	3%	3%	-15%	4%	12%	4%	8%
16	CC1c2nc3ccccc3n2C(CC(=O)NC2CC2)C(=O)N1Cc1ccccc1 (stereo unspecified)	2.5%	7%	-1%	9%	i	0%	1%	-3%
17	Cn1c(=O)c(Nc2ccc(O)cc2)c2c3c(cccc31)C(=O)c1ccccc1-2	1.2%	-18%	-5%	26%	1%	18%	-14%	-24%
18	CCOc1ccccc1NC(=O)C1CCCN(S(=O)(=O)c2cccc3cccnc23)C1 (stereo unspecified)	0.8%	-2%	3%	35%[activator][38.3 µM]	-2%	-9%	0%	-5%[46.1 µM]
19	COC(=O)CCc1c(C)c(C(=O)c2ccco2)c2ccccn12	0.0%	3%	?	?	-1%	5%	-2%	8%[46.1 µM]
20	O=C(NCCCN1CCOCC1)c1ccccc1NS(=O)(=O)c1ccc(Br)cc1	2.3%	5%	2%	8%	-16%	2%	-2%	-4%
21	C=CCOC(=O)C1=C(C)NC(C)=C(C(=O)OCC=C)C1c1ccc(C)o1	2.1%	-22%	-6%	nt	12%	nt	nt	-41%
22	NC(=O)C1CCN(CCC(=O)Nc2ccc(Br)cc2)CC1	3.0%	17%	?	11%[38.3 µM]	3%	11%	3%	-29%[46.1 µM]
23	Cc1ccc(NC(=S)NC2CC3CCC(C2)N3Cc2ccco2)cc1C (stereo unspecified)	-2.3%	7%	6%	-6%[38.3 µM]	-5%	6%	4%	3%[46.1 µM]
24	O=C(O)/C=C/C(=O)Nc1ccc(S(=O)(=O)N2CCCC2)cc1	-0.1%	-5%	-3%	3%	-6%	-3%	-1%	29%
25	Cc1ccc(NC(=O)CN(C)C2CCCCC2)cc1Br	-0.9%	-17%	-2%	12%	7%	nt	-1%	24%
26	Cc1c(O)ccc2c(O)c(NC(=O)c3ccc4c(c3)CCC(C)(C)O4)c(=O)oc12	-0.7%	8%	3%	nt	3%	nt	nt	24%
27	O=C(NC(=S)Nc1nc(-c2cccc([N+](=O)[O-])c2)cs1)c1ccccc1Cl	-0.1%	12%	3%	12%	-2%	-22%	-2%	-1%
28	COc1ccc2[nH]c(=O)c(CN(C3CCCCC3)C(c3nnnn3Cc3ccco3)C(C)C)cc2c1 (stereo unspecified)	0.0%	92%[activator]	?	2%[38.3 µM]	28µM*	-17%	-3%	?
29	CCOC(=O)CC1=C(C(=O)OCC)C(c2cccs2)C(C#N)=C(N)O1 (stereo unspecified)	0.2%	3%	?	1%[38.3 µM]	17%	6%	-1%	7%[46.1 µM]
30	O=S(=O)(c1cccc(S(=O)(=O)N2CCN(c3ncccn3)CC2)c1)N1CCOCC1	-0.9%	1%	?	-4%	i	-3%	1%	-6%[46.1 µM]
31	Cc1c(C(=O)OCC(C)C)[nH]c2c1C(=O)CC(c1cccs1)C2 (stereo unspecified)	4.2%	-3%	2%	11%[38.3 µM]	-14%	-12%	-6%	20%[46.1 µM]
32	CCc1ccc2[nH]c(=O)c(C(c3nnnn3CCOC)N3CCN(c4ccccc4)CC3)cc2c1 (stereo unspecified)	-0.7%	-2%	?	-8%[38.3 µM]	-6%	-19%	-3%	-15%[46.1 µM]
33	c1ccc(-c2nnc(OCc3cccnc3)c3ccccc23)cc1	-0.3%	13%	4%	5%	i	-5%	3%	-30%
34	O=c1[nH]c(C2CCCN(S(=O)(=O)c3ccccc3)C2)nc2c1nnn2Cc1ccccc1F (stereo unspecified)	0.0%	1%	8%	1%	i	6%	1%	-28%[46.1 µM]
35	Cc1ccc(S(=O)(=O)c2c(C)cc(C)nc2Cl)cc1	-3.6%	-4%	10%	2%	-20%	-11%	1%	-8%[46.1 µM]
36	O=C(NC1CCCCC1)NC1CCN(S(=O)(=O)c2ccc3c(c2)OCCO3)CC1	-1.0%	1%	-1%	-2%[38.3 µM]	-9%	-1%	-1%	14%[46.1 µM]
37	Cc1occc1-c1nnc(SCC(=O)c2ccc(F)cc2)o1	0.3%	13%	-1%	9%[38.3 µM]	i	?	-5%	-19%[46.1 µM]
38	Cc1ccccc1OCCn1nc(C(=O)O)c2ccccc2c1=O	-0.2%	-3%	2%	9%[38.3 µM]	-5%	0%	-1%	-16%[46.1 µM]
39	COc1ccc(-n2nnc3c(=O)n(CC(=O)NCC4CCCO4)cnc32)cc1 (stereo unspecified)	0.9%	2%	-10%	-4%[38.3 µM]	-1%	-2%	-1%	?
40	NC(=O)CCCc1nc(-c2ccccc2)no1	-0.3%	-1%	9%	nt	-5%	nt	nt	5%[7.67 µM]
41	CC1=C(C(=O)Nc2ccccc2)C2(CCCCC2)C(C(N)=O)C(=S)N1 (stereo unspecified)	-3.2%	10%	-9%	-3%	-8%	4%	1%	6%
42	Cc1ccc(S(=O)(=O)N(CC(=O)N/N=C\c2cccs2)c2cccc3cccnc23)cc1	6.3%	8%	1%	8%	-7%	7%	-1%	0%
43	NC(=O)C1CCN(c2oc(-c3ccccc3F)nc2S(=O)(=O)c2ccc(Cl)cc2)CC1	0.0%	8%	-2%	13%[38.3 µM]	5%	-15%	2%	-19%[46.1 µM]
44	O=C(Cc1ccccc1)NC(Nc1ccccc1)C(Cl)(Cl)Cl (stereo unspecified)	-1.0%	3%	2%	24%[38.3 µM]	-3%	28%	-4%	-9%[46.1 µM]
45	O[C@@H](c1cc(C(F)(F)F)nc2c(Cl)cc(Cl)cc12)C1CCCCN1 (stereo partly specified)	nt	-1%[14.2 µM]	nt	-2%	nt	-1%[9.22 µM]	-3%[7.66 µM]	nt
46	COc1ccc(CN2CCNC(=O)C2CC(=O)NCCc2c[nH]c3ccccc23)c(OC)c1 (stereo unspecified)	-1.9%	23%	-16%	8%	i	-9%	-1%	2%
47	CC(=O)c1c(C)nn(CC(O)COc2ccc3c(c2)CCC3)c1C (stereo unspecified)	1.6%	5%	1%	22%[38.3 µM]	0%	-67%[inhibitor]	2%	-11%[46.1 µM]
48	COc1ccc(C2CC(c3ccc4ccccc4c3)=NN2C(=O)CN2C(=O)CCC2=O)cc1 (stereo unspecified)	-0.2%	7%	?	7%	i	7%	0%	-9%
49	c1ccc(-c2cc3n(c2)CCc2ccccc2-3)cc1	1.2%	9%	?	8%	i	11µM*	-1%	24%[46.1 µM]
50	O=C(Nc1ccc(-n2nncc2-c2ccco2)cc1)c1ccc(F)cc1	-1.2%	-15%	0%	24%[38.3 µM]	i	-19%	-1%	?
51	COC(=O)c1cc(OC)c(OC)cc1NC(=O)c1ccc(OC)c(OC)c1	0.5%	-1%	nt	39%[activator][38.3 µM]	i	-29%	-5%	-3%[46.1 µM]
52	Cc1cc(C)n(-c2ncnc3ccccc23)n1	-2.0%	1%	8%	-3%	-1%	-9%	-2%	12%
53	Cc1cc[n+](CC(=O)c2ccc(NC(=O)c3ccccc3)cc2)cc1	-2.8%	-177%	1%	1%	-6%	-12%	0%	9%
54	Cc1ccccc1NC(=O)CSc1ccsc1[N+](=O)[O-]	0.0%	6%	-2%	13%	?	-33%[inhibitor]	0%	2%
55	COCCN(CCOC)S(=O)(=O)c1ccc(C(=O)Nc2ccc(S(=O)(=O)Nc3nccc(C)n3)cc2)cc1	-9.4%	11%	0%	-1%	0%	-13%	3%	17%
56	COc1cccc(/C=C/C(=O)Nc2cccc(C(C)=O)c2)c1OC	-0.4%	3%	-2%	-4%	i	18µM*	-12%	1%
